Compound activity as filed in PubChem.
D2 PAM = positively modulates the human D2 dopamine receptor allosterically. HEK293 T-REx D2, calcium flux, EC20 dopamine potentiation. potentiation, % at 10 µM. 340,000 compounds, 0.34% hits;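 active means potentiation over 3 SD above the plate norm, cut at about 30% in these data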; further: 0% is about no effect
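Potentiation of an EC20 dopamine calcium response is measured in a force-coupled, tetracycline-inducible Hek293 Trex D2 line. Compound-only kinetic reads over 180 s flag agonists before dopamine addition.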
Vif-APOBEC3G blk = Vif-A3G binding inhibition; Q9HC16; HeLa A3G-eYFP + Vif (tagged APOBEC3G with the HIV-1 protein that degrades it), YFP fluorescence, overnight; Potency, µM (doses to about 46.1 µM), for inactives: top-dose activity, negative = active, most hits filed as inhibitors; 410,000 compounds, 0.076% hits;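 further: potency means the concentration at half of the fitted maximal effect; on the % scale 0 is the no-effect control and ±100 the full control effect; nearly all actives have a fitted effect of over 60% in size; hits raise eYFP signal because A3G escapes Vif-driven loss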
Target sequence (Q9HC16 whole entry, looked up): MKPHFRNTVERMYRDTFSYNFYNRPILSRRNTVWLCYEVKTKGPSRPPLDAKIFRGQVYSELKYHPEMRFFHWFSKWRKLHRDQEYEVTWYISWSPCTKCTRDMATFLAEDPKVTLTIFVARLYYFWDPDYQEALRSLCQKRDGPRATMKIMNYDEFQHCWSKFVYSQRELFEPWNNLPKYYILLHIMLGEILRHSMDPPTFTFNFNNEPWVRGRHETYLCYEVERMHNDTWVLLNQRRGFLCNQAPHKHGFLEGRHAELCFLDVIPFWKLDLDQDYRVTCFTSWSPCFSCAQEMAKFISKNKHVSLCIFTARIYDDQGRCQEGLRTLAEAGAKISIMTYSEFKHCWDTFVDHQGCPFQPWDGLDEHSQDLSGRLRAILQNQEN
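HeLa cells stably expressing Vif and C-terminally eYFP-tagged A3G, seeded overnight at 37 deg C, then exposed to compound by pintool overnight at 37 deg C. Rise in yellow fluorescence (Ex 488/Em 500-530, Acumen) marks blocked Vif-driven A3G degradation.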
RXFP1 agonist = agonists of human relaxin receptor RXFP1; Q9HBX9; HEK293T-RXFP1 cAMP TR-FRET, 30 min; response scale: percent of porcine relaxin response, buffer zero; Potency, µM (highest dose often 57.5 µM), inactives show at the top dose activation, hits mostly activators; 370,000 compounds, 0.3% hits; further: potency means the concentration at half of the fitted maximal effect; on the % scale 0 is the no-effect control and ±100 the full control effect; nearly all actives have a fitted effect of over 60% in size; many of its hits are not listed in these tables
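HEK293T cells stably expressing RXFP1 were pretreated with the PDE4 inhibitor Ro 20174, exposed to compounds for 30 min at 37C, lysed, and cAMP was read by TR-FRET. Data normalized to buffer (basal) and 29 nM porcine relaxin (100%).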
LDHA inh = inhibitors of human lactate dehydrogenase A. P00338. purified LDHA, NADH/diaphorase-resazurin fluorescence; hits give low values. activity change, % (values are at about 110 or 230 µM). 480,000 compounds, 0.15% hits. AID 1347041; in the data active means activity change below about -30%; inconclusive means mostly about -25% to -30%;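 further: plate controls were DMSO wells for no effect and wells without enzyme for full effect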
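Enzyme activity of human lactate dehydrogenase 5 (2 nM; 0.06 mM NADH, 0.2 mM pyruvate, 5 min, RT) is measured via a resazurin/diaphorase fluorescence readout of residual NADH.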
D1 antag = blocks dopamine activation of the human D1 receptor | P21728 | HEK293 TREx D1 cells, calcium flux, dopamine EC80; hits give low values | activity change, negative = inhibition, % at 10 µM | 360,000 compounds, 3.2% hits; in the data active means activity change below about -30%; further: on the % scale 0 is the no-effect control and ±100 the full control effect
Target sequence (P21728 whole entry, looked up): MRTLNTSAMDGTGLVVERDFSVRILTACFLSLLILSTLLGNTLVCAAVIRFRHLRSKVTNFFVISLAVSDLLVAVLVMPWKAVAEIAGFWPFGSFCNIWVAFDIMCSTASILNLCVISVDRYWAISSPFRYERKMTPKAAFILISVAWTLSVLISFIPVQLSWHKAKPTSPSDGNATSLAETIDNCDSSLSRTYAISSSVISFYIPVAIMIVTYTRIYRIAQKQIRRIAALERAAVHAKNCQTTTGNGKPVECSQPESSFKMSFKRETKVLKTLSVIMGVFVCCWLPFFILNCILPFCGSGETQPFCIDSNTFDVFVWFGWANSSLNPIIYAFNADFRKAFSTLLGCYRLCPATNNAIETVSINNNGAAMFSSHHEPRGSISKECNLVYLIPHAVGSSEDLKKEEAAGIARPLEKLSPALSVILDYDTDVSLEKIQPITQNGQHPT
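HEK293 T-REx cells expressing inducible, force-coupled D1 receptor; no-wash Ca dye, 30–90 min RT. Cmpd → 180 s read at 1 Hz → EC80 DA → 180 s read.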
D1 PAM = human D1 dopamine receptor positive modulation; AID 504651; potentiation, % at 10 µM; HEK293 TREx D1 cells, calcium flux, dopamine EC20 potentiation; 360,000 compounds, 0.036% hits; P21728; in the data active means potentiation above about 30%; further: 0% is about no effect
Vif-APOBEC3F blk = blocks the Vif interaction with APOBEC3F | Potency, µM (top dose mostly 46.1 µM), for the others: at the highest dose activity, negative = active | AID 602313 | 390,000 compounds, 0.2% hits | HeLa A3F-eYFP + Vif (tagged APOBEC3F with the HIV-1 protein that degrades it), YFP fluorescence increase; further: potency means the concentration at half of the fitted maximal effect; % of control where 0% means no effect; nearly all actives have a fitted effect of over 65% in size
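Fluorescence increase (Ex 488/Em 500-530) after overnight compound treatment at 37 deg C flags inhibition of Vif-driven A3F-eYFP loss in stable HeLa A3F-eYFP/Vif cells seeded overnight beforehand.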
Glioma ERSR ind = inducers of ER stress response in human glioma cells; U87-MG GRP78 promoter luciferase reporter, 16 h; Potency, µM, inactives show at the highest dose activation, most hits filed as activators; 420,000 compounds, 0.02% hits; further: potency means the concentration at half of the fitted maximal effect; series mostly up to about 76 µM; % of control where 0% means no effect; nearly all actives have a fitted effect of over 35% in size
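Stably transfected U87-MG human glioma cells carrying a GRP78-based luminescent sensor were seeded at 1000 cells/well, pin-dosed with compounds and incubated 16 h. Luciferase reagent was then added, and end-point luminescence was read after 10 min at room temperature.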
D1 agonist = agonists of human D1 dopamine receptor. HEK293 T-REx D1 cells, calcium flux, agonist mode. activation, % at 2 µM. 360,000 compounds, 1% hits. P21728; in the data active means activation above about 30%; further: 0% is about no effect
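Agonism was scored from calcium flux recorded over 180 s (1 read/s) after pintool compound addition, following a 10-cycle baseline. Cells were inducible force-coupled HEK293 TREx D1, plated overnight at 30 C and loaded with no-wash calcium dye.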
* marks the source's active call; other numbers are inactive results; ? = inconclusive; nt = not tested or not shown; & = joins results of further samples. Unless noted, the call rests on the fitted dose curve; in most records, active means well fitted curve in the direction sought with a large enough effect; inconclusive means small, poorly fitted or top-dose-only effect, or another doubt; inactive means no such curve, though single readings can be large; an effect the other way counts as inactive or inconclusive. The list is partial; rates above refer to the full screens.

SMILES	D2 PAM	Vif-APOBEC3G blk	RXFP1 agonist	LDHA inh	D1 antag	D1 PAM	Vif-APOBEC3F blk	Glioma ERSR ind	D1 agonist
Cc1nn(-c2ccccc2)c2c1N(CCCC(=O)NCc1ccc(N(C)C)cc1)C(=O)CS2	13.7	6.9%	1.7%	4.7	-17.1	-4.8	3.2%	-1.5%	-0.5
CC(=O)c1cccc(N=Nc2c(C)[nH]c3ccccc23)c1	-2.2	-5.7%	2.8%	11.7	5.0	-7.0	5.4%	3.2%	3.2
CCOc1ccc(-n2c(=O)c3ccccc3c3ccccc3c2=O)cc1	28.2	-21.0%	0.5%	-5.0	8.3	-4.7	-16.6%	-8.9%	1.7
CCOc1ccc(-c2cc3c(=O)n(Cc4nc(-c5ccc(OC)cc5OC)oc4C)ccn3n2)cc1Cl	17.8	1.8%	13.7%	7.8	10.9	-0.7	-5.8%	1.5%	-0.8
COc1ccc(CCNC(=O)c2c[nH]c3ccccc3c2=O)cc1OC	-6.2	-5.0%	0.2%	-1.6	-8.9	9.7	6.0%	-0.6%	-1.4
CC1CC(O)(Cc2ccccc2)C(C)CN1C (stereo not drawn)	-5.2	1.6%	-1.3%	-11.3	15.2	-7.5	2.7%	-1.0%	0.3
Cc1cc(C)nc(SCc2cc(=O)c(OC(=O)c3ccc(S(=O)(=O)N(C)C)cc3)co2)n1	16.4	0.3%	0.8%	1.9	-16.7	-2.1	-0.9%	-3.8%	10.1
COCCNC(=O)/C(C#N)=C/c1c(F)cccc1Cl	7.7	-11.7%	-0.8%	1.7	-28.0	-8.6	-27.9%	0.6%	3.0
CCOC(=O)c1c(C)[nH]c(C)c1C(=O)COC(=O)c1ccc(S(=O)(=O)N(CC)CC)cc1	-3.3	-0.2%	3.1%	0.2	-15.6	-1.5	-8.9%	-7.2%	9.5
CCCCn1c(N)c(N(CCC(C)C)C(=O)C2CSC3(C)CCC(=O)N23)c(=O)[nH]c1=O (stereo not drawn)	-16.9	-5.4%	-1.0%	-1.8	1.9	-0.8	-15.7%	-8.1%	1.6
N#Cc1cnc2c(-c3ccccc3)c(-c3ccccc3)nn2c1N	nt	-3.7%	-0.7%	-6.5	-12.2	0.8	4.6%	-1.3%	1.2
Cc1cc(C)c2c(CN3CCN(Cc4ccc5c(c4)OCO5)CC3)cc(=O)oc2c1C	-16.7	1.3%	2.1%	-4.8	10.0	-4.5	-2.9%	-4.5%	-0.2
Cc1ccnc(N2C(=O)c3ccccc3C2O)c1 (stereo not drawn)	8.6	-2.5%	-0.6%	-8.1	11.1	nt	5.0%	-8.3%	0.4
Oc1c(Cl)cc(Cl)cc1CNc1ccc(Br)cn1	0.4	-0.5%	-1.4%	-3.5	-0.1	-2.5	-24.8%	-4.7%	1.4
COc1cc(CC(=O)NCc2cccs2)cc(OC)c1OC	-2.9	-1.6%	-1.3%	0.3	0.8	-2.5	-1.8%	-1.6%	6.4
Cc1ccccc1-c1nc2ccccc2c(=O)n1/N=C/c1ccccc1[N+](=O)[O-]	9.5	-3.4%	1.9%	9.6	-25.5	0.6	-8.1%	-1.7%	5.5
C/C(=N\NC(=O)c1nnn(-c2nonc2N)c1CSc1ccc(Cl)cc1)c1ccco1	-0.3	5.2%	2.3%	-9.0	6.7	11.1	-2.0%	1.1%	2.9
Cc1ccc(C(=O)N/C(=C/c2ccco2)C(=O)NC2CCS(=O)(=O)C2)cc1 (stereo not drawn)	4.4	0.0%	-0.7%	-5.8	3.9	-1.5	2.2%	-3.5%	1.6
Cc1ccc2nc(C3CCN(C(=O)NCc4ccccc4)CC3)[nH]c2c1	-4.7	0.1%	0.4%	-14.6	12.9	-5.5	-10.8%	-0.8%	3.2
Cc1nn2c(=O)cc(COC(=O)c3c(F)cccc3Cl)nc2s1	4.0	-9.3%	0.1%	-4.6	5.9	2.2	0.9%	-1.0%	2.3
CCc1ccc2oc(=O)cc(CN3CCCCC3)c2c1	-0.5	-0.5%	3.1%	-9.3&1.2	-6.0	6.8	-13.3%	-6.1%	3.0
Cc1ccc2nc3c(cc(C(=O)NCc4ccco4)c(=N)n3Cc3ccco3)c(=O)n2c1	-9.1	-0.5%	2.4%	1.8	-4.0	-2.2	-1.0%	-2.3%	3.1
COC(=O)[C@H](Cc1ccccc1)NC(=O)NCCc1ccc(F)cc1	18.0	0.1%	0.8%	-3.0	0.0	-2.1	-0.7%	11.0%	2.7
O=C(NCCc1ccccc1)C(=O)NCC(c1cccnc1)N1CCN(c2ccc(F)cc2)CC1 (stereo not drawn)	4.8	4.3%	-1.4%	-5.4	3.7	1.4	-0.1%	-3.1%	32.8*

Exported field by field: part of the list above
CCc1ccc2oc(=O)cc(CN3CCCCC3)c2c1
  D2 PAM = -0.5	Vif-APOBEC3G blk = -0.5%	RXFP1 agonist = 3.1%	LDHA inh = -9.3&1.2	D1 antag = -6.0	D1 PAM = 6.8	Vif-APOBEC3F blk = -13.3%	Glioma ERSR ind = -6.1%	D1 agonist = 3.0

Cc1ccc2nc3c(cc(C(=O)NCc4ccco4)c(=N)n3Cc3ccco3)c(=O)n2c1
  D2 PAM = -9.1	Vif-APOBEC3G blk = -0.5%	RXFP1 agonist = 2.4%	LDHA inh = 1.8	D1 antag = -4.0	D1 PAM = -2.2	Vif-APOBEC3F blk = -1.0%	Glioma ERSR ind = -2.3%	D1 agonist = 3.1

Continued.
SMILES	D2 PAM	Vif-APOBEC3G blk	RXFP1 agonist	LDHA inh	D1 antag	D1 PAM	Vif-APOBEC3F blk	Glioma ERSR ind	D1 agonist
CCCCN1C=C(C(=O)c2ccccc2)C(=O)CC1	nt	-4.4%	nt	2.4	nt	nt	10.8%	-2.4%	nt
CCN(C(=O)C(C)Sc1ccc(S(=O)(=O)N2CCN(C)CC2)cn1)c1ccccc1 (stereo not drawn)	-2.8	-2.2%	-0.7%	-4.3	5.2	-6.2	3.1%	1.9%	1.5
C[C@H]1CN([C@@H](C)CO)S(=O)(=O)c2ccc(Br)cc2O[C@@H]1CN(C)S(=O)(=O)c1ccccc1	nt	-0.1%	nt	1.6	nt	nt	4.0%	-1.3%	nt
CCN(CC)S(=O)(=O)c1ccc2c(c1)nc(CN(C)C(=O)Nc1ccc(F)cc1)n2C	-6.1	0.0%	4.0%	4.5	7.8	-0.6	10.4%	-0.6%	-0.1
CCN(CC)S(=O)(=O)c1ccc2c(c1)N(CC(=O)NCC1CCCO1)C(=O)CO2 (stereo not drawn)	8.4	0.0%	10.5%	-0.4	2.3	1.6	1.3%	1.3%	0.6
COc1ccccc1CC(NC(C)=O)C(=O)NC1CCN(C(=O)Nc2ccccc2Cl)CC1 (stereo not drawn)	0.9	0.8%	-0.6%	0.5	2.3	0.1	-5.3%	-0.1%	3.2
CCCOC1CCCN(Cc2cn(C)nc2-c2ccccc2F)C1 (stereo not drawn)	13.3	3.5%	-0.4%	-15.9	6.8	-1.8	12.6%	-0.5%	1.6
CCOc1cccc(Nc2ccc([N+](=O)[O-])cn2)c1	12.2	1.8%	-4.1%	-10.8	-12.9	2.2	1.2%	3.0%	0.7
COc1ccc(N2CCN(C(=O)CCNS(=O)(=O)c3ccc4c(c3)CCN4C(=O)C3CC3)CC2)cc1	-11.6	1.3%	-2.5%	-1.4	3.5	-2.1	-1.4%	-4.0%	1.6
COC(=O)c1cc(OC)c(OCc2cc(C(=O)OC)oc2C)c(OC)c1	6.0	?	1.0%	-2.1	-2.8	0.9	-9.2%	-4.1%	1.6
[N-]=[N+]=CC(=O)C(c1ccccc1)(c1ccccc1)c1ccccc1	6.5	-2.4%	0.3%	-3.2	1.1	-5.7	0.7%	0.5%	2.8
CN(CC(=O)NCc1ccc(F)cc1)Cc1ccc(Br)cc1	20.7	-0.7%	-1.5%	1.2	1.4	1.0	?	-5.6%	1.3
CCCCOC(=O)C1C2C=CC3(CN(CCc4ccccc4)C(=O)C13)O2 (stereo not drawn)	-6.8	0.4%	-3.2%	-5.1	-3.2	-2.0	2.0%	1.5%	0.6
CC(CC(=O)N1CCN(c2cccc(Cl)c2)CC1)S(=O)(=O)c1ccc2c(c1)NC(=O)CO2 (stereo not drawn)	6.4	4.2%	0.9%	-3.7	-15.0	-5.6	-3.1%	-4.3%	10.4
CCCN1C(=O)c2[nH]nc(-c3ccccc3O)c2C1c1cccc(OCc2ccccc2)c1 (stereo not drawn)	-0.4	-26.7%	0.2%	-2.3	3.3	2.1	10.2%	?	2.2
CCCn1c(N)c(N(CCOC)C(=O)c2c(CC)noc2C)c(=O)[nH]c1=O	-17.9	0.3%	-0.9%	-2.9	13.2	2.0	5.8%	-3.1%	1.4
CCOc1ccc(NC(=O)COC(=O)c2cc(=O)c3ccccc3o2)cc1	3.3	-1.8%	0.0%	-2.2	0.2	5.6	0.4%	-3.5%	0.7
CCN(CCCNC(=O)CSc1cc(=O)n(CC)c2ccccc12)c1ccccc1	-1.3	0.1%	9.2%	-5.2	-4.8	1.6	0.5%	0.0%	5.9
CCOc1ccccc1C(=O)NC1CC2CCCC(C1)N2C1CC1 (stereo not drawn)	-24.4	2.3%	1.6%	-6.9	-28.0	-13.3	-2.9%	-2.3%	2.3
Cc1cc(-c2ccc(N=Nc3c(S(=O)(=O)O)cc4cc(S(=O)(=O)O)cc(N)c4c3O)c(C)c2)ccc1N=Nc1c(S(=O)(=O)O)cc2cc(S(=O)(=O)O)cc(N)c2c1O	-6.4	nt	-29.1%	nt	-11.5	-0.6	nt	-10.9%	1.1
COC(=O)Cn1nc(-c2ccc(C)c(S(=O)(=O)N(C)C)c2)c2ccccc2c1=O	8.2	0.1%	1.4%	-2.9	-0.5	-7.9	-16.6%	-1.1%	0.9
Cc1ccccc1Nc1cc(C)c2c(O)cccc2n1	-8.6	3.0%	1.5%	1.6	-15.4	-9.4	1.0%	0.2%	9.1
Cc1ccc(NC(=O)C2(c3cccs3)CCOCC2)cc1C	-2.5	0.7%	-2.6%	-6.2	-1.8	0.7	0.1%	-4.0%	0.5
COCCCNC(=S)Nc1ccc2nc(N3CCOCC3)cc(C)c2c1	3.0	2.9%	5.2%	-1.5	7.2	-1.7	1.0%	-6.0%	3.8
